NTR1 ag – agonists of NTR1, primary screen, imaging, U2OS cells, beta-arrestin-GFP, high content (AID 493036); P30989; NTR1-U2OS beta-arrestin-GFP spot imaging, agonist mode; activation, % at 20 µM; hit rate 0.17% among 330,000;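 active = activation at or above 40% of the spot to cytoplasm intensity ratio, with at least 20 cells analyzed; inconclusive = wells under 20 cells, flagged as cytotoxic or low count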;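 also: 0% = DMSO without peptide and 100% = 100 nM NTR1 peptide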
Target sequence (P30989 whole entry, looked up): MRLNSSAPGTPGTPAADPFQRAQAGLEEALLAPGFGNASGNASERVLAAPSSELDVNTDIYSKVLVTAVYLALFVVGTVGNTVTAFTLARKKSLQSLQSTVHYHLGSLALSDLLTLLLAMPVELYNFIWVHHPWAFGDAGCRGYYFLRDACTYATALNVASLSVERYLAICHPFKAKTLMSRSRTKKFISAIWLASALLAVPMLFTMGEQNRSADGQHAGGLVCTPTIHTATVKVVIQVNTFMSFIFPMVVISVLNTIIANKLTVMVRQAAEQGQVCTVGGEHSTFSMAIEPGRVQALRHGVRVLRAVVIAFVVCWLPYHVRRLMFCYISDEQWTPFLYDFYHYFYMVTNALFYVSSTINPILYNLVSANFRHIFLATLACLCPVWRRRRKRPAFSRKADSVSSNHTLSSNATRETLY
HEK293 NOD2/NF-kB – inhibition of NOD2-driven NF-kB reporter – cell-based, luminescence, uHTS, HEK293 (AID 1566) | hit rate 0.63% among 290,000 | one-dose inhibition, % at 4 µM; EC50 in µM for titrated hits | HEK293 NOD2/NF-kB luciferase reporter, luminescence; higher % means a stronger effect; also: many of its hits are not listed in these tables
T cell HTS – T cell immune modulation candidate | AID 2052 | calls only at 7 µM | 2C CD8+ T cell-vesicle binding, flow cytometry; hits give low values | hit rate 0.068% among 330,000;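 active = response, share of CD8 T cells binding vesicles, and their 90th percentile fluorescence all below set limits, cut at about 80% in these data, passing the limit was not always enough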
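Assay system: 2C TCR transgenic mouse naive CD8+ T cells, MACS-purified | Read-out: CD8+ gate FL2 mean fluorescence as % of same-row positive control | Signal: High-throughput flow cytometry with anti-B7-1 and anti-CD8 staining | Timing: Binding step 1.5 h, 37 °C, antibody labelling 20 min, ice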
KOR beta-arrestin-1 – KOR agonists, beta-arrestin recruitment, primary screen, cell-based, luminescence, uHTS (AID 1777). hit rate 0.02% among 280,000. one-dose activation, % at 10 µM; EC50 in µM for titrated hits. KOR beta-arrestin recruitment, luminescence; higher % means a stronger effect; in the data active = activation above about 50%, passing the limit was not always enough; also: a part of the inactive calls stands beside numbers as strong as those of hits
GPR55 antagonists – GPR55 antagonists blocking LPI-driven arrestin recruitment, primary screen, imaging, U2OS, beta-arrestin-GFP, LPI agonist (AID 2013); U2OS GPR55 beta-arrestin-GFP translocation imaging, LPI antagonism; higher % means a stronger effect; inhibition, % at 10 µM, or IC50 in µM where a hit was titrated; hit rate 0.13% among 290,000;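 active = spots per cell inhibited over 60%, with over 100 cells counted and total cytoplasm intensity under 500,000; inconclusive = wells with under 100 cells, flagged as likely toxic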;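 also: U2OS cells stably carrying GPR55 and arrestin-GFP stimulated by 5 µM LPI near EC80; imaged beta-arrestin-GFP aggregate spots per cell after agonist stimulation; plate controls were LPI-stimulated DMSO wells for no effect and DMSO wells without LPI for full effect; some results filed as inactive read as strong as hits; confirmed hits need IC50 under 10 µM and bright autofluorescent wells are also inconclusive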
KOR beta-arrestin-2 – KOR antagonists, beta-arrestin recruitment, cell-based, luminescence, uHTS (AID 1778); hit rate 0.091% among 290,000; KOR beta-arrestin recruitment, luminescence, antagonist mode; higher % means a stronger effect; inhibition, % at 10 µM, or IC50 in µM where a hit was titrated; also: strong numbers were not always called active
GPR55 beta-arrestin – GPR55 agonists via beta-arrestin recruitment, primary screen, imaging, U2OS cells, beta-arrestin-GFP redistribution (AID 1961); U2OS GPR55 beta-arrestin-GFP redistribution imaging; higher % means a stronger effect; activation, % at 10 µM; hits with a dose series show EC50 in µM; hit rate 0.048% among 290,000;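 active = activation above 40% with more than 50 cells counted in the well; inconclusive = wells holding fewer than 50 cells, flagged as toxic or sparse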;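 also: U2OS osteosarcoma cells stably expressing GPR55 and beta-arrestin-GFP; plate controls were DMSO negative control for no effect and LPI positive control for full effect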
NOD1 NF-kB reporter – inhibition of NOD1-driven NF-kB reporter – cell-based, luminescence, uHTS, primary screen (AID 1578). NOD1-driven NF-kB luciferase reporter cells, luminescence; higher % means a stronger effect. inhibition, % at 4 µM, or EC50 in µM where a hit was titrated. hit rate 1% among 290,000; in the data active = inhibition mostly above about 36%, no sharp cut-off; inactive = mostly below about 34%;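 also: HEK-293T reporter cells stimulated with the NOD1 agonist gamma-tri-DAP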
Myeloid diff 2 – compounds promoting myeloid differentiation | ER-HoxA9 myeloid progenitors, lysozyme-GFP differentiation, flow cytometry | calls only at 10 µM | hit rate 1% among 360,000 | AID 624256;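 active = normalized GFP-positive differentiation at or above the plate's own cutoff, the solvent-only control mean plus 3 SD; inconclusive = no clear call, values can overlap the other calls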;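 also: cells exposed to compound for four days before flow analysis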
T cell HTS vesicle-bound % – also measured in T cell HTS; calls as there; double positive events, %; measured here: CD8+ vesicle-bound cell fraction;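 binding gate set so that unloaded-vesicle control wells show 10% double positive cells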
NTR1 ag cell count 20 µM – also measured in NTR1 ag; calls as there; cell count; measured here: cell count, cytotoxicity flag
Myeloid diff 2 GFP+ MAC1+ % – recorded beside Myeloid diff 2, whose call it bears; GFP+ MAC1+ double positive, %; measured here: differentiation confirmed by MAC1 staining
* hit, by the source's call; i = inactive; ? = inconclusive; / = not tested or not shown; [ ] = remark or other dose. Rule as the data show it, unless noted: active = inhibition above about 50%; inactive = the rest. An excerpt; count on the stated rates, not on these rows.

Results follow in this order: NTR1 ag, NTR1 ag cell count 20 µM, HEK293 NOD2/NF-kB, T cell HTS, T cell HTS vesicle-bound %, KOR beta-arrestin-1, GPR55 antagonists, KOR beta-arrestin-2, GPR55 beta-arrestin, NOD1 NF-kB reporter, Myeloid diff 2, Myeloid diff 2 GFP+ MAC1+ %
CCS(=O)(=O)C1=NN2C(=N)/C(=C\c3ccc(OCCOc4cccc(OC)c4)c(OC)c3)C(=O)N=C2S1
  /, /, 3.3µM*, i, 22, -3.9%, 0%, 1%, 0.0%, /, i, 0.6
Nc1nc2ccc(Oc3ccccc3)cc2s1
  /, /, -109%, /, /, 2.7%, 10%, 4%, 0.0%, -62%, i, 1.5
CC(=O)O[C@@H]1C[C@H]2C(C)(C)C(=O)C=C[C@]2(C)[C@H]2CC[C@@]3(C)[C@H](c4ccoc4)OC(=O)[C@H]4O[C@]43[C@@]21C
  4.9, 66, -132%, i, 50, 5.0%, 12%, -6%, 0.1%, 40%, i, 3.5
CC(=O)N1CCN(S(=O)(=O)c2ccccc2)C1c1ccccc1 (stereo unspecified)
  -1.2, 69, 13%, i, 27, 1.2%, 40%, -2%, -0.2%, /, i, 0.6
COc1ccc(CCNC(=O)CSc2nc3cc(Cl)ccc3o2)cc1OC
  0.7, 43, 16%, i, 44, -6.3%, -5%, 4%, 0.0%, 14%, i, 1.0
Cc1ccc(S(=O)(=O)N2CCOC2CNC(=O)C(=O)NCCc2ccccc2)cc1 (stereo unspecified)
  -0.1, 54, 25%, i, 59, 2.8%, -5%, -29%, 0.6%, -5%, i, 0.5
O=C1/C(=C/c2ccccn2)SC(=S)N1c1cccc(O)c1
  2.2, 50, 23%, i, 57, 9.0%, 0%, 2%, -0.3%, -5%, i, 3.2
COCCn1c(SC)nnc1-c1c[nH]c2ccccc12
  2.2, 78, 10%, i, 42, 2.4%, 20%, -14%, -0.2%, -79%, i, 2.2
Cc1nnc(SCC(=O)NC(C)(C)C)n1NCc1ccc(Cl)cc1
  -0.5, 44, 20%, i, 4, /, 3%, -24%[20 µM], 0.2%, -24%, i, 0.3
Cc1cc(C(=O)CC#N)c(C)n1-c1ccc(OC(F)F)cc1
  -0.8, 46, 17%, i, 20, 7.4%, 8%, -2%, -0.2%, 12%, i, 0.8
O=C(NNC(=O)C1CC1c1ccccc1)Nc1cccc(Cl)c1 (stereo unspecified)
  0.1, 82, -3%, i, 22, -3.1%, 3%, 12%, 0.0%, 2%, i, 6.8
CCOc1ccc(-c2nnc(-c3cccs3)o2)cc1
  2.2, 71, -170%, i, 18, -2.4%, 2%, 3%, -0.1%, -13%, i, 0.8
C=CCn1c(-c2cccc(S(=O)(=O)N(CC)CC)c2)n[nH]c1=S
  0.1, 40, 13%, i, 25, -5.2%, 16%, 21%, -0.3%, 4%, i, 0.6
O=C(c1ccc(CNc2c(N3CCOCC3)c(=O)c2=O)cc1)N1CC=C(c2ccccc2)CC1
  -0.9, 94, 3%, i, 37, 2.4%, 14%, -7%, -0.3%, -3%, i, 2.6
CC1CCN(C(=O)Cn2nnc(-c3cccs3)n2)CC1
  -0.8, 36, -25%, i, 28, -0.8%, 5%, 4%, 0.3%, -50%, i, 0.4
O=C(CSc1ncnc2sc3c(c12)CCC3)Nc1ccccc1C(=O)O
  3.2, 60, 25%, i, 22, -1.6%, -4%, 22%, -1.9%, 1%, i, 0.4
O=C(O)C12C[C@H]3C[C@@H](C1)CC(n1ncc(N4CCN(c5ccccc5)CC4)c(Cl)c1=O)(C3)C2
  0.3, 47, 13%, i, 42, 6.4%, 18%, 17%, 1.1%, 16%, i, 0.4
Cc1ccc(OCCOCCN2CCCC2)c(Br)c1
  0.4, 60, -4%, i, 48, 7.7%, 10%, -18%, -0.1%, -35%, i, 0.2
Cn1c(COc2ccc(Cl)cc2Cl)nnc1SCC(=O)NCC1CCCO1 (stereo unspecified)
  0.7, 37, -5%, i, 37, 1.7%, 0%, -11%, 0.6%, -9%, i, 0.4
COc1ccc(C(=O)Nc2ccccc2C(=O)N2CCCCCC2)cc1
  1.3, 50, -9%, i, 18, 4.6%, -11%, -15%, 0.0%, -25%, i, 1.9
C/C(=N\NC(=O)C1COc2ccccc2O1)c1ccc(Cl)s1 (stereo unspecified)
  5.7, 61, -1%, i, 31, -4.1%, -2%, 1%, -0.2%, 0%, i, 0.9
CC(OC(=O)Cc1coc2ccc3ccccc3c12)C(=O)NC(N)=O (stereo unspecified)
  -0.4, 47, 8%, i, 16, -3.3%, -3%, 28%, -0.1%, 3%, i, 0.7
COc1cccc(OCC(Cn2cnc3ccccc32)OC(C)=O)c1 (stereo unspecified)
  0.9, 87, 7%, i, 43, /, 11%, -6%[20 µM], 0.2%, -39%, i, 0.5
O=C(NC1CCCC1)C(c1ccncc1)N(C(=O)Cc1cccs1)c1ccc(F)cc1 (stereo unspecified)
  -0.7, 41, 27%, i, 24, -3.8%, 11%, -4%, 0.9%, -14%, i, 0.9
COC(=O)COc1ccc(S(=O)(=O)Nc2ccc(NC(C)=O)cc2)cc1C
  0.9, 74, 10%, i, 48, -1.0%, 4%, 22%, -0.2%, -2%, i, 8.7
Cc1nc(NC(=O)c2ccccc2)sc1-c1csc(NCc2ccco2)n1
  -1.6, 37, -28%, i, 30, -4.8%, -1%, 13%, -0.1%, -7%, ?, /
Cc1oc(C(=O)O)cc1COc1ccc2c3c(c(=O)oc2c1C)CCCC3
  /, /, 4%, /, /, -0.4%, -4%, 4%, -0.1%, 4%, /, /
CCn1c(SCC(=O)NC2CCCCC2)nnc1-c1cccnc1
  -0.5, 68, 14%, i, 5, -1.6%, 9%, -20%, -0.2%, -5%, i, 0.6
O=C(NCCc1ccccc1)C(=O)NCC1OCCN1S(=O)(=O)c1ccc([N+](=O)[O-])cc1 (stereo unspecified)
  -1.3, 92, 2%, i, 38, 2.0%, -4%, -49%, -0.5%, -16%, i, 0.2
O=C(CSc1ccc(F)cc1)N1CCOCC1
  0.6, 84, -9%, i, 61, 1.5%, 4%, -11%, 0.0%, -11%, i, 0.6
O=C1CC(=O)CC(c2ccccc2Cl)C1
  11, 74, 11%, i, 23, -3.3%, 6%, -8%, -0.5%, -31%, i, 0.9
Cn1cc(Cl)c(C(=O)Nc2nc3ccc([N+](=O)[O-])cc3s2)n1
  0.2, 82, -14%, i, 56, 0.8%, 4%, -1%[20 µM], 0.3%, 0%, i, 0.7
CC(C)Cn1nc(-c2ccccc2)c2ccccc2c1=O
  0.1, 75, 9%, i, 36, -3.7%, -1%, -2%, -0.1%, -3%, i, 0.5
O=C(N/N=C/c1cccs1)c1ccc(NC(=O)c2ccccc2Cl)cc1
  0.4, 97, 4%, i, 60, -2.3%, 0%, -18%, -0.3%, -9%, i, 0.2
CCNc1nc(NC(C)C)nc(SCCOC(=O)c2ccccc2)n1
  5.6, 60, 0%, i, 13, 3.6%, 2%, 16%, -0.1%, -38%, i, 0.6
COc1ccc(NC(=O)CCN2CCCCCC2)cc1
  0.4, 60, 14%, i, 36, 3.4%, 9%, -32%, 0.5%, -18%, i, 1.1
COc1ccc([N+](=O)[O-])cc1NC(=O)c1ccc(N(Cc2ccccc2Cl)S(C)(=O)=O)cc1
  -1.0, 71, 14%, i, 49, -3.0%, 10%, 15%, 0.1%, -28%, i, 0.7
CN(C)c1ccc(S(=O)(=O)N(C)C)cc1[N+](=O)[O-]
  -0.6, 56, 3%, i, 57, -6.0%, -5%, 24%, 0.0%, 1%, i, 0.4
CCOc1ccc(S(=O)(=O)Nc2nc3ccccc3nc2-n2ccc(=NC(=O)c3cccs3)cc2)cc1
  -1.5, 94, 5%, i, 50, 3.5%, 7%, 22%, 0.4%, -18%, i, 0.6
O=C(NCCc1ccccc1)C1CCC(CNS(=O)(=O)c2ccccc2)CC1 (stereo unspecified)
  1.4, 43, -6%, i, 13, 8.2%, -10%, -47%, 0.6%, 13%, ?, /
N#Cc1cccc(N=Cc2c(O)ccc3ccccc23)c1
  -0.1, 60, 8%, i, 45, 8.2%, 8%, 10%, 0.1%, 8%, i, 0.4
CSc1ccc(S(=O)(=O)N2CCC(C(=O)NCC3CCCO3)CC2)cc1 (stereo unspecified)
  -1.0, 61, -10%, i, 17, -1.4%, 2%, -4%, 0.3%, -12%, /, /
Cc1cn(-c2ccccc2)c(C)c1/C=N\Nc1nc(N2CCOCC2)nc(N2CCOCC2)n1
  -0.4, 29, -52%, i, 53, -3.1%, 2%, -13%[20 µM], -0.1%, -11%, i, 0.5
Cc1ccc(O)c(C(=O)CC(=O)c2ccccc2Cl)c1
  3.9, 36, -44%, i, 6, -2.5%, -4%, -30%[20 µM], 0.4%, -34%, i, 0.8
COc1cccc2cc(-c3csc(NC(=O)CCC(=O)NCCCN4CCC(C)CC4)n3)c(=O)oc12
  1.9, 52, -96%, i, 59, 2.8%, -1%, 10%, -1.9%, 0%, i, 0.2
Cc1ccc(S(=O)(=O)NCC(=O)N(CC(=O)NCc2ccccc2)CC2CCCO2)cc1 (stereo unspecified)
  -0.8, 38, 10%, i, 34, -2.3%, 5%, -3%, -0.2%, -25%, i, 1.2
CN(C)c1ccc(/C=N/Nc2cccc(C(=O)O)c2)cc1
  -0.8, 90, -228%, i, 16, -0.6%, -5%, -15%, -0.1%, 72%*, i, 0.4
Cc1nc(C(=O)NCCO)cc2c1[nH]c1ccccc12
  0.1, 99, 18%, i, 27, -1.6%, 6%, -23%, 0.0%, 4%, i, 0.4
CC(C)Oc1cccc(C(=O)C2CCCN(C(=O)c3ccc4c(c3)OCO4)C2)c1 (stereo unspecified)
  4.3, 61, 17%, i, 23, -4.3%, -3%, -48%, -0.1%, -20%, i, 3.0
COC(=O)c1c(C)oc(C)c1S(=O)(=O)NCc1cccs1
  0.0, 44, 12%, i, 19, -2.7%, -1%, 27%, 0.9%, -10%, i, 0.7
O=C(NCc1ccccn1)c1ccc2ccccc2n1
  0.2, 64, 3%, i, 30, -1.2%, 12%, 26%, -0.1%, -20%, i, 1.8
Cc1ccc(NC(=O)CSc2nc3ccccc3c(=O)n2CCCC(=O)NCC2CCCO2)cc1 (stereo unspecified)
  -0.2, 63, 6%, i, 39, 7.2%, 6%, 19%, 0.7%, -3%, i, 7.1
Cc1c(C(=O)NCCCN2CCOCC2)sc2nc(-c3ccccc3)cn12
  -0.9, 93, 2%, i, 18, 2.4%, 8%, -4%, 0.7%, -29%, /, /

Screening results: PubChem, several laboratories
